MOR-DOR inv ag: inverse agonist of human OPRM1-OPRD1 heterodimerization. inhibition, % at 9.3 µM. P35372+P41143. cell-based MOR-DOR heterodimer luminescence, inverse agonism. 340,000 compounds, 0.21% hits; in the data active means inhibition above about 22%, passing the limit was not always enough;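 further: 0% = cells with DMSO and 100% = wells without cells with DMSO; values of inactives mirror those of a sister screen read the other way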
E coli growth: counter-screen for AddAB inhibitors: E. coli growth inhibition | E. coli V3065 growth, OD600 absorbance, 18 h | inhibition, % at 11.9 µM | 330,000 compounds, 0.27% hits;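 active means inhibition above the campaign's mean inhibition across all tested compounds plus 3 SD, cut at about 9.9% in these data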;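 further: uninfected addAB+ strain grown without phage in ampicillin broth; 0% = DMSO wells and 100% = ciprofloxacin 0.95 µg/ml wells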
MOR-DOR ag: OPRM1-OPRD1 heterodimerization agonism; P35372+P41143; cells, luminescence; activation, % at 9.3 µM; 340,000 compounds, 0.3% hits; AID 504326; in the data active means activation above about 18%;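 further: 0% = vehicle-treated cells and 100% = reference agonist; values of inactives mirror those of a sister screen read the other way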
HTR5A inv ctr: counter-screen for OPRM1-OPRD1 inverse agonists: human HTR5A inverse agonism. 340,000 compounds, 0.083% hits. inhibition, % at 9.3 µM. AID 504634. P47898. HTR5A cell line, luminescence; in the data active means inhibition mostly above about 23%, no sharp cut-off; inactive means mostly below about 18%;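 further: 0% = cells with DMSO and 100% = no-cell wells with DMSO; some compounds called inactive have numbers as strong as hits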
Target sequence (P47898 whole entry, looked up): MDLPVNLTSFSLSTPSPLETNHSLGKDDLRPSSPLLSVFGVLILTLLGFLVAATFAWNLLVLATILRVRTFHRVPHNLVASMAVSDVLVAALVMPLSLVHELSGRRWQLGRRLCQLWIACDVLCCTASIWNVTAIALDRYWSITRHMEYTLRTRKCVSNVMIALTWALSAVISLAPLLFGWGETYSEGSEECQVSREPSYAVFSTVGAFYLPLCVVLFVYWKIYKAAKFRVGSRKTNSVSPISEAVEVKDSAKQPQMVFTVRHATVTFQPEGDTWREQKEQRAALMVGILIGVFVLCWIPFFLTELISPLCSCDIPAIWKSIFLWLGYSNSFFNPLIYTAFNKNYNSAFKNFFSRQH
PKA-R2B act: activates the human PKA-R2B holoenzyme complex. PKA-R2B holoenzyme dissociation, Cy5-IP20 fluorescence polarization; R2B truncated from residue 108, S112A mutant; 0% DMSO only, 100% 113 µM cGMP. activation, % at 11.4 µM. 340,000 compounds, 0.079% hits. AID 504700;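 active means activation above a cutoff set at the mean over all compounds plus 3 SD, cut at about 18% in these data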;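 further: higher means more holoenzyme dissociation and a rise in polarization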
Target sequence (P31323 whole entry, looked up, other chains not shown, the tested form may be a part): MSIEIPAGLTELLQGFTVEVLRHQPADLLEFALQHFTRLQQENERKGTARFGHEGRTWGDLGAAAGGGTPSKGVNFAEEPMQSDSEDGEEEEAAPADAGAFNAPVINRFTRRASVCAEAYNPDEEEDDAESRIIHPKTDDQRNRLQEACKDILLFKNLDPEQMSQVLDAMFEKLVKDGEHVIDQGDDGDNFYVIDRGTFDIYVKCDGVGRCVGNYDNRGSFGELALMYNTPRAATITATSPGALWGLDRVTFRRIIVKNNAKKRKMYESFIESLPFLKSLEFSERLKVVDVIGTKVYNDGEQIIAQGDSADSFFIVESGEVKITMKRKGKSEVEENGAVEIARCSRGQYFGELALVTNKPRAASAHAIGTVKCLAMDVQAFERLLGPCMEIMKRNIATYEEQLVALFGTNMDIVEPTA
PKA-R1A activ: PKA-R1A complex activation | P00514+P68181 | PKA-R1A dissociation, Cy5-IP20 fluorescence polarization; scaled: DMSO 0%, 113 µM cGMP 100% | activation, % at 11.4 µM | 340,000 compounds, 0.083% hits;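 active means percent activation above the mean of all tested compounds plus 3 SD, cut at about 19% in these data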;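 further: higher means more PKAc released from R1A so a rise in polarization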
phage Ecoli inh: E. coli growth loss with phage present; growth absorbance; inhibition, % at 11.9 µM; 360,000 compounds, 0.26% hits; in the data active means inhibition above about 11%
PfHsp90 set2: growth inhibition of yeast expressing Plasmodium Hsp90; inhibition, % at 9.4 µM; S. cerevisiae expressing PfHsp90, BacTiter-Glo ATP, 48 h; yeast lacking PDR1 and PDR3 efflux regulators; 310,000 compounds, 0.32% hits; AID 504621;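 active means every replicate shows inhibition above about 80%, whatever the replicate mean, limit read from the data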;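 further: 0% = DMSO neutral controls and 100% = 20 µM radicicol positive controls; yeast relying on Plasmodium falciparum Hsp90 in place of its own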
Mot1-301 SUMO: blocks SUMOylation pathway, rescuing yeast Mot1-301 growth; AID 2716; 320,000 compounds, 1% hits; growth rescue, % at 18.8 µM; S. cerevisiae Mot1-301 growth rescue, ATP luminescence, 38.5C; percent above DMSO median, 100 means doubled;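 active means every valid replicate shows activation above 250% relative to neutral control wells; inactive means the rest, any valid replicate at or below 250%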;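 further: OY570 slx delta 5 strain wells were the positive control but not used for scaling; some compounds called inactive have numbers as strong as hits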
AddAB inh: less growth of phage-infected E. coli with AddAB. E. coli expressing H. pylori AddAB, absorbance growth. inhibition, % at 11.9 µM. 330,000 compounds, 0.29% hits. AID 435030; in the data active means inhibition above about 12%;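 further: 0% = vehicle wells of infected cells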
Tat transport: blocks Tat-dependent protein export in E. coli. 340,000 compounds, 0.036% hits. E. coli MC4100 TorA-mCherry Tat export, fluorescence. inhibition, % at 10 µM;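 active means mean replicate inhibition at least 50% and at least half of replicates individually reaching 50%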;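 further: exported cargo escapes ClpAP degradation while cytoplasmic cargo is degraded and loses fluorescence; 0% = median of neutral control wells and 100% = median of NaSCN control wells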
* = called active by the depositor; . = no result given.

Molecule	MOR-DOR inv ag	E coli growth	MOR-DOR ag	HTR5A inv ctr	PKA-R2B act	PKA-R1A activ	phage Ecoli inh	PfHsp90 set2	Mot1-301 SUMO	AddAB inh	Tat transport
CC(C)Cc1nnc(NC(=O)CCC(=O)Nc2ccc(Cl)cc2)s1	7	-1.1	-1.4	-3	-2	-4	0.5	6	21	-1.2	2
Cc1ccc(NC(=O)c2ccc3c(c2)OCO3)cc1S(=O)(=O)N1CCOCC1	2	-1.2	-0.5	6	5	4	1.3	18	.	-0.8	-4
Cc1c(NC(=O)c2cnn3c2NC(c2ccccc2)CC3C(F)(F)F)c(=O)n(-c2ccccc2)n1C (stereo unspecified)	1	-0.1	-0.1	13	6	-10	1.6	-7	-15	0.2	-8
O=C(NC(=S)NCC1CCCO1)c1cccs1 (stereo unspecified)	12	3.3	-2.4	4	-5	-6	3.3	8	-24	0.6	-6
O=C(NC1CC1)C1CC(=O)N(C2CCCCC2)C1 (stereo unspecified)	10	0.7	-1.7	-6	5	-9	3.4	-4	-3	-0.8	-6
CC(C)(CNCc1ccccc1)NS(=O)(=O)c1ccccc1	0	1.3	-0.1	1	-2	8	2.2	3	-6	1.5	-8
Cc1nn(-c2ccccc2)nc1C(=O)Nc1ccc2c(c1)OCCO2	-14	3.0	2.0	-10	-6	-6	0.9	-2	-1	0.9	5
Cc1cccc(NC(=O)CC2C(=O)NCCN2C(=S)Nc2ccccc2)c1 (stereo unspecified)	2	-2.5	-0.3	3	-7	-16	1.4	-22	-3	-0.3	-9
C=CCn1c(=O)c2c(nc3n2CC(C)CN3CCc2ccccc2)n(C)c1=O (stereo unspecified)	11	0.7	-2.1	-10	-7	-9	-0.3	-5	-14	3.8	0
Cc1ccc(S(=O)(=O)NC(C)C(c2cccs2)N2CCN(c3ccccc3)CC2)cc1 (stereo unspecified)	-19	2.2	3.5	-32	10	1	0.7	-6	12	-1.8	7
CCc1ccc(NC(=O)CSc2n[nH]c(=O)n2C2CC2)cc1	2	.	-0.4	0	1	3	6.4	16	.	.	-7
O=C(CCCCCN1C(=O)c2ccccc2C1=O)NCc1ccccn1	5	0.9	-0.9	-13	-4	-10	-0.5	6	-9	1.8	0
CC1=Nc2cc(C(=O)NCCCOC(C)C)ccc2Sc2ccc(C)cc21	11	-3.4	-2.1	-8	-11	0	-1.3	-12	2	-4.1	7
O=C(c1ccccc1F)N1CCCC(C(=O)N2CCc3ccccc3C2)C1 (stereo unspecified)	13	-0.9	-2.5	21	0	-2	-0.4	-7	-3	-0.4	-5
COc1ccc(CNC(=O)COC(=O)c2nc3nc(C)cc(C)n3n2)cc1	6	-0.3	-1.4	-8	4	7	2.4	28	6	-0.2	0
COc1cccc(Oc2cc(NN3CCCCC3)c([N+](=O)[O-])cc2[N+](=O)[O-])c1OC	-8	1.2	1.4	15	-3	-2	0.5	23	-25	4.9	-4
O=C(/C=C/c1ccccc1)NCCSCc1ccccc1Cl	-32	1.3	5.7	7	-3	-11	2.7	-17	7	4.7	2
O=C(Cn1nnc(-c2ccc(OCc3ccccc3F)cc2)n1)N1CCOCC1	5	0.8	-1.2	2	-8	3	0.6	.	402	-0.8	-3
CCn1cc(/C=C(\NC(=O)c2ccccc2F)C(=O)N2CCOCC2)c2ccccc21	16	-0.8	-3.0	1	-6	-13	.	-20	-6	0.2	-6
Cc1onc(-c2ccc(Cl)cc2)c1-c1ccnn1S(=O)(=O)c1cccc(C(F)(F)F)c1	.	0.8	.	.	.	.	1.8	14	10	0.1	-2
COc1ccc(CC(=O)NNc2ncnc3c2cnn3-c2ccc(C)cc2)cc1OC	9	1.3	-1.6	-23	8	-1	0.6	-25	-2	3.5	-6
Cc1ccc(S(=O)(=O)NNC(=O)CCC(=O)Nc2ccccc2)cc1	11	2.1	-2.6	7	-4	0	0.8	6	-14	2.9	-2
CC(C)(C)Sc1ccc([N+](=O)[O-])cc1C(=O)Nc1ccncc1	-12	0.7	2.2	15	0	-6	3.3	2	2	2.1	-8
Cc1ccc(C=NCc2ccncc2)c(O)c1	-9	2.5	1.4	-6	1	2	2.2	14	-4	2.3	-3
Cn1c(N)c(C(=O)COC(=O)CCOc2ccc(C(C)(C)C)cc2)c(=O)n(C)c1=O	-11	-1.8	1.9	-5	-10	-7	3.2	-43	112	0.2	20
Cc1nc(C)c(-c2csc(Nc3ccc(N)cc3)n2)s1	-24	-0.6	4.9	-2	-4	-12	1.1	11	1	-0.5	-7
O=C1c2ccccc2C(=O)c2[nH]c(=O)[nH]c21	-17	10*	3.0	-10	8	4	16*	-8	11	15*	-22
O=C(/C=C/c1ccccc1)Nc1ccc2c(c1)OCCO2	8	-0.4	-1.5	-6	3	-6	1.4	-15	27	-0.5	18
CN(Cc1ccco1)C(=O)C1CCN(c2nnc(-n3cccc3)s2)CC1	4	-0.7	-0.8	7	-1	-11	2.2	1	10	4.5	-7
CN(C(=O)Cn1cccc1C1=NC(c2ccccc2)CO1)c1ccccc1 (stereo unspecified)	6	-1.6	-1.3	10	-5	15	6.7	0	-21	1.2	-9
O=C(O)C1C2C=CC(C2)C1C(=O)Nc1cccc(C(F)(F)F)c1 (stereo unspecified)	7	2.4	-1.3	13	-4	-2	-0.2	11	10	1.3	-4
O=C(OCC(=O)N1CCCCCC1)c1cccc(Cl)c1	6	0.2	-1.4	-39	-2	-15	2.1	5	-3	3.2	5
COc1ccc(NC2=C(c3ccc(OC)cc3)C(=O)c3ccccc32)cc1	-12	0.3	2.2	-12	-4	5	3.0	20	9	3.2	-6
CC(=O)Nc1ccc(OCCOc2ccc(/C=C3\C(=N)N4N=C(C)SC4=NC3=O)cc2)cc1	20	-0.1	-4.2	4	-11	-3	0.2	-10	70	0.7	-6
CCC(CC)COC(=O)C1=C(C)NC(=O)NC1c1ccccc1Br (stereo unspecified)	-29	0.0	6.1	-14	-6	-10	0.1	-4	-1	1.0	0
CC(=O)c1ccc2c3c(ccc(O)c13)CC2	0	-0.4	0.1	0	-5	6	3.4	4	-23	0.4	1
CCCNC(=O)c1cccc(NC(=O)C(C)C)c1	11	-0.3	-1.7	1	-11	4	2.9	-7	7	3.2	0
CCOC(=O)CC1=CC(=O)Nc2ccccc2N1	16	-0.2	-3.4	-16	-16	-8	2.4	10	175	2.4	-5
CC(C)COC(=O)n1ccc(C(=O)N2CCCCC2)n1	6	-1.6	-0.9	5	-7	-12	-1.5	10	7	-0.6	3
COC(=O)C(C)N(C#N)c1nc(C)cc(C)n1 (stereo unspecified)	15	-1.0	-2.5	20	-4	-8	2.2	.	-10	-0.2	3

Quoted at random: 2 compounds from above, in no set order.
Molecule	MOR-DOR inv ag	E coli growth	MOR-DOR ag	HTR5A inv ctr	PKA-R2B act	PKA-R1A activ	phage Ecoli inh	PfHsp90 set2	Mot1-301 SUMO	AddAB inh	Tat transport
CC(C)COC(=O)n1ccc(C(=O)N2CCCCC2)n1	6	-1.6	-0.9	5	-7	-12	-1.5	10	7	-0.6	3
O=C(/C=C/c1ccccc1)Nc1ccc2c(c1)OCCO2	8	-0.4	-1.5	-6	3	-6	1.4	-15	27	-0.5	18

Later entries:
Molecule	MOR-DOR inv ag	E coli growth	MOR-DOR ag	HTR5A inv ctr	PKA-R2B act	PKA-R1A activ	phage Ecoli inh	PfHsp90 set2	Mot1-301 SUMO	AddAB inh	Tat transport
Cc1ccccc1C(=O)NNc1ccc([N+](=O)[O-])cc1	5	-0.6	-1.0	30	12	14	2.7	16	-3	-2.2	-3
N#Cc1nc(-c2ccco2)oc1N1CCOCC1	-3	2.0	0.5	-33	-5	-2	4.1	12	-8	2.1	-6
C[C@H](NC(=O)c1nc[nH]c1C(=O)NCCCCCNC(=O)OC(C)(C)C)C(=O)OCc1ccccc1	-18	-0.2	3.0	-44	4	8	0.9	7	-5	-2.3	23
CCC(=O)Nc1ccccc1C(=O)OCc1ccc(C(=O)c2ccccc2)cc1	1	0.5	-0.2	1	8	1	4.5	-37	-33	-0.1	7
CN(C(=O)COC(=O)/C=C/c1ccc2ccccc2n1)C1CCS(=O)(=O)C1 (stereo unspecified)	7	2.7	-1.4	-3	5	7	5.2	-9	-10	4.0	0
CN(C(=O)c1ccc(OC2CCN(CCc3ccccc3)CC2)cc1)C1CCOCC1	17	-2.6	-3.4	8	-6	-2	-0.4	1	-4	-2.5	-4
CN=C(Nc1ccc(Br)cc1)SC1CC(=O)N(c2ccc(OC)cc2)C1=O (stereo unspecified)	-36	1.0	5.0	-17	0	-5	3.6	-14	6	2.7	-2
CCc1nnc(NC(=O)CSc2nnc(-c3ccncc3)n2C)s1	19	-0.9	-3.2	-2	5	-1	2.8	-16	85	0.2	2
CCN(CC)CCn1c(-c2ccccc2)nc(=S)c2c1CC(C)(C)OC2	15	-2.8	-2.8	6	-5	-1	2.8	-3	-4	1.8	-11
O=S1(=O)CCOC[C@H](Cc2ccccc2)N1Cc1cccc(F)c1	15	0.0	-2.8	-14	2	-2	-0.2	.	-21	1.6	4
COc1ccc(C2CC(=O)C3=C(C2)Nc2ccccc2N(C(=O)CCC(=O)O)C3c2ccc(F)cc2)cc1OC (stereo unspecified)	5	0.2	-0.9	-14	8	-5	0.8	-1	-11	2.0	-1
O=C(NC(=S)NNC(=O)c1ccccc1O)c1cccnc1	14	1.5	-3.1	-13	3	-5	4.0	16	9	2.6	6
CC1(C)C/C(=N/Nc2ccc([N+](=O)[O-])cc2[N+](=O)[O-])C(C)(C)O1	0	-1.3	-0.1	-14	-3	0	-2.7	0	-10	3.0	-10

From PubChem
